mIAP activ: increases mouse intestinal alkaline phosphatase activity; muIAP, CDP-Star luminescence, 30 min; hits give high values; 1 = vehicle-only enzyme signal, 0 = enzyme-free wells; activation factor at 10 µM; AID 2805; hit rate 0.24% among 330,000;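 active = activation factor of at least 2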; also: the source names both 10 and 20 µM as test concentration; values of inactives mirror those of a sister screen read the other way
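System: Mouse IAP enzyme | Also added: CDP-Star substrate | Dosing: Compounds dispensed in DMSO | Schedule: 30 min enzyme-substrate-compound incubation at room temperature | Technique: Chemiluminescence readout | Control set: DMSO-only wells and no-enzyme negative control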
APOBEC3G inh: blocks human APOBEC3G single-stranded DNA deamination | recombinant A3G, ssDNA deamination FAM/TAMRA fluorescence | inhibition, % at 20 µM | hit rate 0.28% among 330,000 | AID 493012;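 active = inhibition of at least 40% at 20 µM, with no more than 30% in the related APOBEC3A deaminase screen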;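 also: plate controls were DMSO wells with A3G for no effect and wells lacking A3G enzyme for full effect; some compounds called inactive have numbers as strong as hits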
Target sequence (Q9HC16 whole entry, looked up): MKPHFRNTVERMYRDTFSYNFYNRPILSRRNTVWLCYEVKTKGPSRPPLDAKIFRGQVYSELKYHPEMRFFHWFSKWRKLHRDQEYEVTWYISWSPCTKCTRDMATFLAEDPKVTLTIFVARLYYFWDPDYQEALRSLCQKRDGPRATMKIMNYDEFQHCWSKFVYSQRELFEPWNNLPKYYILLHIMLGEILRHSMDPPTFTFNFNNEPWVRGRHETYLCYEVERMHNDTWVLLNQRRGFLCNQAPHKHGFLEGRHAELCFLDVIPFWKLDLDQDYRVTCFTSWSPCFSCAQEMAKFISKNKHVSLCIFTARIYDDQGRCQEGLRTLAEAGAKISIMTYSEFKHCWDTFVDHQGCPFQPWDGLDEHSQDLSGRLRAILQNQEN
hIAP act: human IAP activation; AID 2524; activation factor at 10 µM; purified human IAP, CDP-Star luminescence, 30 min; hits give high values; 1 = vehicle-only enzyme, 0 = enzyme-free background; hit rate 0.16% among 330,000;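 active = activation factor of the enzyme at least 2-fold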; also: the source names both 10 and 20 µM as test concentration; values of inactives mirror those of a sister screen read the other way
Target sequence (P09923 whole entry, looked up): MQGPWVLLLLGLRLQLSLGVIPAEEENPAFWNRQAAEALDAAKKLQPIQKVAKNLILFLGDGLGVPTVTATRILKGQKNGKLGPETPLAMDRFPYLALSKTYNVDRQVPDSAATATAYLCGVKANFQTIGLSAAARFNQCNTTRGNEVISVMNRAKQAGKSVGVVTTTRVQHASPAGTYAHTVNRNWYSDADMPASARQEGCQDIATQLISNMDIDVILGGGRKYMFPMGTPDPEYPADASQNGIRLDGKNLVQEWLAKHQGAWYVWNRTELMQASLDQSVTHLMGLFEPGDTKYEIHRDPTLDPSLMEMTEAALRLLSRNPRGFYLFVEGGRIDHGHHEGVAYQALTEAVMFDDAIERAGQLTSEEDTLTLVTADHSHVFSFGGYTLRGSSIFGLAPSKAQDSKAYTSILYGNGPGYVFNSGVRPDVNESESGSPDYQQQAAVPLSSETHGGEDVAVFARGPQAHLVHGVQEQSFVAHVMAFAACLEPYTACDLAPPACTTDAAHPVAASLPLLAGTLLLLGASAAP
A3A deaminase: human APOBEC3A DNA deaminase inhibition; P31941; recombinant A3A, FAM/TAMRA ssDNA deamination fluorescence; inhibition, % at 20 µM; hit rate 0.41% among 330,000; AID 493011;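 active = at least 40% inhibition at 20 µM here, with at most 30% in a related deaminase screen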;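 also: plate controls were A3A with DMSO for no effect and wells lacking A3A enzyme for full effect; some results filed as inactive read as strong as hits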
hIAP inh: human IAP inhibition | purified IAP, CDP-Star luminescence, 30 min | hit rate 0.12% among 330,000 | P09923 | inhibition, % at 10 µM;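 active = inhibition reaching a set limit with compound at 10 µM in the primary screen, cut at about 35% in these data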;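 also: plate controls were DMSO wells with enzyme for no effect and no-enzyme buffer wells for full effect; values of inactives mirror those of a sister screen read the other way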
MIN6 prolif: MIN6 beta-cell proliferation induction | MIN6 cells proliferation, ATPlite luminescence, 48 h; cells starved in 0.2% serum; 100% = growth in 10% serum | proliferation, % at 10 µM | hit rate 0.29% among 330,000;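 active = compounds whose signal lies at least 3.5 SD above the mean of all wells on their plate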;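 also: 0% = DMSO-treated cells in low-serum medium and 100% = 10% serum control; some compounds called inactive have numbers as strong as hits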
mIAP inh: blocks mouse intestinal alkaline phosphatase; inhibition, % at 10 µM; purified mouse IAP, CDP-Star luminescence, 30 min; AID 2806; hit rate 0.2% among 330,000;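 active = inhibition of at least 40% at 10 µM in the primary screen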;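 also: plate controls were DMSO with enzyme for no effect and no enzyme wells for full effect; values of inactives mirror those of a sister screen read the other way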
ATG4B inh: ATG4B (human) cysteine protease inhibition | Q9Y4P1 | inhibition, % at 8.33 µM | AID 504462 | ATG4B cleavage of LC3-PLA2, NBD-HPC fluorescence, 1 h | hit rate 0.51% among 340,000; in the data active = inhibition above about 40%
MPTP inh: blocks calcium-induced mitochondrial swelling. inhibition, % at 10 µM. AID 602449. hit rate 1.4% among 360,000. isolated mouse mitochondria, Ca2+ swelling absorbance, 30 min;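 active = inhibition of 50% or more, scaled per plate between neutral and stimulator controls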;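 also: 0% = DMSO wells given calcium and 100% = 1 mM EGTA wells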
Active calls of the source: *; / = no result given.

SMILES,mIAP activ,APOBEC3G inh,hIAP act,A3A deaminase,hIAP inh,MIN6 prolif,mIAP inh,ATG4B inh,MPTP inh
CCC(CC)=N/N=C/c1c(O)n(CC)c2cc(C3=NNC(=O)CC3)ccc12,1,-7,0.94,-6,6,-1,-1,-8,1.3
Cc1cc(=O)oc2c(C)c(OCC(=O)NCC3CCC(C(=O)O)CC3)ccc12 (centres undefined),0.91,-5,0.89,-2,12,-1,9,-5,1.0
CC(=O)c1cccc(N(CC(=O)Nc2ccc(F)cc2)S(C)(=O)=O)c1,1.1,-11,1.1,-4,-13,0,-8,-4,0.6
COc1cc(/C=C2/SC(=S)N(CCC(=O)Nc3ccc(C(=O)O)cc3)C2=O)cc(OC)c1OC,0.87,-4,1.4,2,-43,-3,13,3,0.0
CCS(=O)(=O)N1CCC(C(=O)NCc2cccs2)CC1,1.1,2,1.1,-4,-10,-2,-10,6,-0.5
COc1cccc(-c2c(C(=O)N/N=C(\C)c3cccs3)nnn2-c2nonc2N)c1,0.97,-3,0.97,1,3,-3,3,-5,-0.8
CCCn1c(C)cc(C(=O)CN2C(=O)c3ccccc3C2=O)c1C,0.98,-3,0.94,1,6,-1,2,-5,1.2
O=C(CSCc1cccc(F)c1)NCc1ccccc1,0.97,-3,0.94,3,6,2,3,-9,0.6
CCn1cc(C(=O)NCCO)c(=O)c2cc(F)c(N3CCN(C)CC3)cc21,0.99,1,1.1,0,-9,-4,1,-5,0.2
CCN(CC)CCNC(=O)CCCCn1c(=S)[nH]c2c([nH]c3ccc(OC)cc32)c1=O,1.1,69*,0.83,-3,17,0,-9,5,/
CCN(CC)c1ccc(NC(=O)c2cnn(CC)c2)cc1,0.95,-7,0.88,-1,12,-6,5,0,-1.3
CC1=CCC(C(C)(C)NC(=O)c2ccccc2)C/C1=N\O (centres undefined),0.98,-3,0.99,0,0,1,2,-7,-0.7
Cc1ccc(NC(=O)N2CCCCC2)cc1NC(=O)N1CCCCC1,0.99,-6,1,-7,-2,-4,1,-10,-1.1
O=S(=O)(NCCNS(=O)(=O)c1ccccc1)c1ccccc1,1,-7,0.94,-2,6,-2,-1,-4,-0.2
Cc1ccc(NC(=O)N2CCC(C(=O)NCC(C)C)CC2)cc1,1,-1,0.84,0,16,-2,-2,-6,4.6
CCOC(=O)c1c(C)c(C(=O)NCCc2ccc(S(N)(=O)=O)cc2)c(C)n1CC,1,-6,1,3,-2,1,0,-5,-1.8
CCn1nc(NS(=O)(=O)c2ccc(C)cc2)c2cc3ccccc3nc21,1,-3,1,-4,-2,2,-1,-3,-2.5
COC(=O)c1cccc(S(=O)(=O)N2CCC(c3nc4ccccc4o3)CC2)c1,1,-1,1.1,0,-6,0,-3,-17,-1.2
COc1ccc(/C=N/n2cnnc2SCc2ccccc2)cc1,0.89,-6,1.1,-5,-11,-2,11,-2,1.6
CCOc1ccc(N=Nc2c(C)noc2C)cc1,1.1,-8,0.96,5,4,0,-6,-3,1.1
CC1(C)CC(=O)C=C(NCC(O)c2ccccc2)C1 (centres undefined),1,-5,1,-6,-3,5,-1,4,1.2
CC1=C(C(=O)OCC(C)C)C(c2ccc(F)cc2)NC(=O)N1 (centres undefined),0.94,-8,1.1,-6,-10,-4,6,6,-1.6
CC(=O)N1CCN(C(=O)COc2ccc3oc4c(c3c2)CCCC4)CC1,1.1,-7,0.91,-4,9,9,-8,-8,-2.9
O=C(O)Cn1c(COc2ccc(Cl)cc2)nc2ccccc21,0.94,-2,1.1,1,-8,1,6,1,1.6
Cc1c(NS(=O)(=O)N2CCCC2)c(=O)n(-c2ccccc2)n1C,0.88,-4,1.2,-3,-19,-3,12,9,-0.2
N#C/C(=C/c1ccc(Sc2nc3ccccc3[nH]2)o1)c1cccc(Br)c1,0.94,-12,1.1,-5,-9,-4,6,-12,84*
CC(=O)Nc1ccc(NC(=O)Cc2ccc(F)cc2)cc1,0.94,-7,0.91,0,9,-1,6,/,/
CCN(CC)S(=O)(=O)c1ccc(N2CCOCC2)c(NC(=O)c2ccc(F)cc2)c1,0.94,-4,0.93,-2,7,-1,6,-14,-1.0
COc1ccc(C)cc1NC(=S)N1CCOCC1,0.98,-5,0.95,-5,5,7,2,-8,0.0
O=C(CSc1ncn[nH]1)c1cc2ccccc2o1,0.87,-9,0.92,-6,8,-2,13,-4,0.3
Cc1cccc(NC(=O)CNC(=O)c2cccc(-n3cccc3)c2)c1C,0.98,54,1.2,91,-20,-3,2,14,0.4
O=c1c2ccccc2nc2oc3ccccc3n12,0.97,-1,1.2,-5,-16,-2,3,4,-1.7
COc1ccc(CNC(=O)Cn2c(=O)n(CC(=O)N3CCCCC3)c(=O)c3sccc32)cc1,1.1,1,0.88,1,12,-2,-7,-6,-0.5
CCOc1cc(/C=C2/NC(=O)N(CC(=O)OC)C2=O)ccc1OC,1.1,4,1.1,-8,-6,0,-6,2,-1.2
CC(CNC(=O)COc1ccccc1)OC(=O)Nc1cccc(Cl)c1 (centres undefined),1.1,-6,0.82,-4,18,-3,-10,-17,16
O=C(O)CCS(=O)(=O)Cc1ccccc1Cl,0.99,0,0.98,1,2,-1,1,-4,-0.8
CC(C)c1nnc(-c2ccc(Cl)cc2)c(N(C)C)n1,1,-1,1,-1,-2,-1,-4,-6,1.5
O=C(O)CSc1nnc(Cc2cccc3ccccc23)n1-c1cc(C(F)(F)F)cc(C(F)(F)F)c1,0.96,-7,1.1,1,-13,0,4,-12,4.9
S=C1NCCc2ccccc2C1c1ccccc1 (centres undefined),0.96,-3,0.91,-2,9,1,4,-4,-0.4
Cc1cc(OCC(=O)N2CCOCC2)cc2oc(=O)c3ccccc3c12,1.1,-4,1.2,-4,-22,1,-6,-7,-0.6
Cc1csc2c(=O)sc(NC(=O)c3ccc(F)cc3)nc12,1,15,0.79,3,21,0,-3,5,7.4
COc1cccc(CN(C)Cc2c(O)ccc3ccccc23)c1,0.98,-6,0.87,-2,13,-1,2,-13,-1.6
C=C(C)CSc1nnc(-c2ccc(OC)cc2)n1N,1,-4,1.3,0,-27,2,-1,5,0.2
O=C(CSc1cn[nH]n1)Nc1cccc(C(F)(F)F)c1,0.9,-13,0.93,-4,7,-1,10,-11,0.5
CCCCOc1ccc(CN(CCO)CCO)cc1[N+](=O)[O-],0.98,-8,0.98,0,2,-2,2,-3,0.2
Cc1cc(C)nc(Sc2ncnc3c2oc2ccccc23)n1,0.94,-6,1,-3,0,0,6,0,-2.1
COc1ccc([C@H]2CC(=O)C=C(c3ccccc3)C2)cc1,1,-2,1,6,-1,1,0,-2,-0.2
O=C(O)/C=C\c1cn(-c2ccccc2)nc1-c1cc2ccccc2o1,0.98,-8,0.99,0,1,-1,2,1,-1.1
Cc1cc(NC(=O)/C(C#N)=C/c2ccco2)n(-c2ccccc2)n1,1,-2,1,2,-2,-2,-5,9,-0.1
CC(=O)c1cccc(NC(=O)C2CC(=O)N(c3ccc4c(c3)OCCO4)C2)c1 (centres undefined),1.1,2,1.1,1,-14,-4,-13,-4,-1.1

Two entries from above in a different format:
Results follow in this order: mIAP activ	APOBEC3G inh	hIAP act	A3A deaminase	hIAP inh	MIN6 prolif	mIAP inh	ATG4B inh	MPTP inh
> C=C(C)CSc1nnc(-c2ccc(OC)cc2)n1N
→ 1	-4	1.3	0	-27	2	-1	5	0.2
> O=C(CSc1cn[nH]n1)Nc1cccc(C(F)(F)F)c1
→ 0.9	-13	0.93	-4	7	-1	10	-11	0.5

Going on with the list:
SMILES,mIAP activ,APOBEC3G inh,hIAP act,A3A deaminase,hIAP inh,MIN6 prolif,mIAP inh,ATG4B inh,MPTP inh
CCOC(=O)C(C)Sc1nc(-c2ccccc2)nc2ccc(F)cc12 (centres undefined),0.96,-2,0.85,-1,15,-5,4,11,-0.5
CCCCCc1cc(=O)oc2c(C(CCN(CC)CC)c3cc(OC)c(OC)c(OC)c3)c(OC)cc(OC)c12 (centres undefined),0.87,-6,0.93,-1,7,-9,13,-7,1.4
Cc1c(C)c2ccc(OCC(=O)NCCN3CCOCC3)cc2oc1=O,1,-4,0.79,-4,21,-3,-1,1,-0.1
CCOc1ccc(N2C(=O)Nc3ccccc3C2(O)C(=O)N2CCN(c3ccccn3)CC2)cc1 (centres undefined),1,-4,1,4,0,-4,-1,5,5.7
Cc1sc2ncnc(Sc3nc4ccccc4s3)c2c1C,0.99,-3,1.1,-5,-7,1,1,/,/
CCCNC(=O)NC1CCCc2ccccc21 (centres undefined),0.93,-6,0.99,-4,1,-1,7,-4,0.9
N#Cc1cc2c(nc1SCc1cccnc1)CCCCC2,1.1,-5,1.1,-2,-9,-4,-5,5,1.4
Cc1oc(S(=O)(=O)N2CCOCC2)cc1C(=O)Nc1ccc(Cl)cc1,1.1,-4,0.83,-1,17,-3,-6,-6,1.6
O=C(c1ccc(NS(=O)(=O)c2ccc(F)cc2)cc1)N1CCCCCC1,1,-5,1.1,0,-7,1,-1,-2,-0.2
Cc1cccc(C)c1NS(=O)(=O)c1ccc(OCCNS(C)(=O)=O)cc1,0.97,-3,1,0,0,-3,2,0,-1.3
O=C(COc1ccc(Cl)cc1Cl)N1CCCCCC1,1.1,-3,0.9,-2,10,3,-8,-3,1.7
O=C(Nc1nnc(-c2cc(Cl)ccc2Cl)o1)c1ccco1,0.96,-6,1,-1,-2,-5,4,-3,-1.1
COc1ccc(CCNC(=O)c2ccc(CN3CCC(Cc4ccccc4)CC3)cc2)cc1,1.1,-5,0.81,3,19,0,-6,2,-1.3
Cc1ccc(NC(=O)N2CCCC2c2cccs2)cc1 (centres undefined),1,-6,1,-3,-1,1,-3,-6,0.7
CN1CCN(C(=O)c2ccc3c(c2)NC(=O)/C(=C/c2ccccc2)S3)CC1,0.99,7,0.78,0,22,-3,1,18,-1.0
O=C1C2C3c4ccccc4C(c4ccccc43)C2C(=O)N1CN1CCOCC1 (centres undefined),0.99,-4,1,-1,-1,0,1,-6,-1.3
O=C1C2C3C=CC(C3)C2C(=O)N1c1ncn[nH]1 (centres undefined),0.98,7,0.99,18,0,-2,2,-2,-1.5
OC(c1ccccc1)C1CN(Cc2ccccc2)CCC1(O)c1ccccc1 (centres undefined),0.92,-5,0.99,-3,1,-1,8,0,-0.4
COc1cc(/C=N/NC(=O)CCC(=O)Nc2ccc(F)cc2)ccc1O,0.99,-3,0.86,-4,14,-5,1,8,-0.9
Cc1ccc(C(=O)NC2CCCCCCC2)c(Cl)c1,0.87,-5,1.1,-2,-5,-4,13,6,-0.5
O=C1CCCCN1CCCC(=O)N1CCCC(Nc2ccccc2)C1 (centres undefined),0.98,0,1,-5,-3,1,2,4,0.3
CN(CC(=O)NCCc1ccccc1)S(=O)(=O)c1ccc(Br)cc1,0.94,-5,0.84,0,16,-2,6,-2,1.8
COc1ccc2c(c1)c(C(=O)CN1CCN(Cc3ccccc3)CC1)c(C)n2C,0.94,-3,1.1,0,-8,0,6,-8,-0.4
CC1CCCC(NC(=O)COC(=O)c2ccc3c(c2)OCCO3)C1C (centres undefined),1.1,-7,1.1,-5,-6,-1,-11,-4,-0.1
O=C1NC2(CCCC2)C(=O)N1CCS(=O)(=O)Oc1ccccc1,1,-4,1,0,-1,-1,-2,2,1.2
COCCCn1c(C)nnc1-c1cnn(-c2ccccc2)c1N,0.81,0,0.88,2,12,-2,20,-23,-1.2
